NS5 inhibitors: Dengue-2 NS5 methyltransferase inhibitors, primary screen, biochemical, confirmation dose response (AID 588689); Genome polyprotein (Dengue virus type 2 (strain 16681-PDK53)); Dengue-2 NS5 methyltransferase capping enzyme assay, biochemical; higher % means a stronger effect; inhibition, % at 25 µM, or IC50 in µM where a hit was titrated; actives 0.3% (n = 340,000); in the data active = a potency from the dose series; inconclusive = inhibition above about 29% without an active follow-up result
ER stress rescue: rescue of cells from ER stress-induced death, primary screen, 384-well, CSM14.1, thapsigargin, ATP luminescence (AID 1222) | one-dose cellular ATP content (survival), % at 20 µM; EC50 in µM for titrated hits | CSM14.1 thapsigargin-induced death rescue, ATP luminescence; higher % means a stronger effect | 190,000 tested, under 10 active;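 active = EC50 below 50 µM in the dose-response confirmation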;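 also: death triggered by thapsigargin at about 15 µM added after 2 h compound pretreatment; cell ATP read after overnight thapsigargin exposure of roughly 18 to 22 hours; normalized against plate controls of thapsigargin alone and 5% DMSO vehicle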
XIAP antagonists: XIAP antagonists, biochemical, IAP family, fluorescence polarization (AID 1018); E3 ubiquitin-protein ligase XIAP (Homo sapiens); XIAP BIR domain, fluorescence polarization peptide displacement; higher % means a stronger effect; displacement, % at 20 µM, or IC50 in µM where a hit was titrated; actives 0.007% (n = 200,000); in the data active = displacement above about 50%; also: a part of the inactive calls stands beside numbers as strong as those of hits
K1F lysis inhibition: inhibition of K1F phage lysis, E. coli UTI89, bacterial capsule biogenesis inhibitors, alamar blue (AID 488966); E. coli UTI89 K1F phage lysis, alamar blue, 2 h; higher % means a stronger effect; inhibition, % at 100 µM; hits with a dose series show IC50 in µM; actives 0.02% (n = 340,000);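 active = phage lysis inhibition, versus mean bacterial control, above a set limit; inconclusive = no clear call, values can overlap the other calls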;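 also: capsule biogenesis inhibitors block K1F phage lysis so surviving cells raise fluorescence; higher fluorescence means more inhibition of phage lysis; actives were called in the ten point dose series up to 300 µM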
Yfh1-depleted yeast: enhancers of respiration in Yfh1-depleted yeast, dose response, Friedreich's ataxia, plus single-dose screen (AID 1465). actives 0.074% (n = 220,000). S. cerevisiae Yfh1-off respiration, WST-1 reduction, 72 h; higher fold induction means a stronger effect. fold induction at 50 µM; hits with a dose series show EC50 in µM;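 active = fold induction of absorbance versus untreated yeast above a set limit, then at least 30% activation at any dose in follow-up; inconclusive = repeats straddling the limit, or above it without dose testing; inactive = fold induction below the set limit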;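 also: activators that raise dye reduction in frataxin-depleted yeast; strong numbers were not always called active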
SV40 large T antigen: SV40 large T antigen inhibitors, biochemical (AID 1903) | actives 0.39% (n = 310,000) | inhibition, % at 20 µM; hits with a dose series show IC50 in µM | SV40 large T antigen ATPase/helicase inhibition assay; higher % means a stronger effect; in the data active = a potency from the dose series; inconclusive = inhibition mostly from about 32% at the one dose, without a potency; inactive = the rest, 99 in 100 with inhibition below about 32%; also: strong numbers were not always called active
RSV antiviral HEp-2: RSV antiviral activity via CPE protection, HEp-2 cells, primary 10 µM value included (AID 2391); HEp-2 cells, RSV-induced CPE inhibition; higher % means a stronger effect; one-dose CPE inhibition, % at 10 µM; IC50 in µM for titrated hits; actives 0.13% (n = 310,000); in the data active = a potency from the dose series; inconclusive = CPE inhibition mostly from about 23% at the one dose, without a potency; inactive = the rest, 99 in 100 with CPE inhibition below about 21%; also: strong numbers were not always called active
West Nile antiviral: West Nile virus antiviral activity, cell-based, CPE readout (AID 1621); actives 0.02% (n = 290,000); one-dose CPE inhibition, % at 10 µM; IC50 in µM for titrated hits; West Nile virus-infected cells, CPE inhibition; higher % means a stronger effect; in the data active = a potency from the dose series; inconclusive = CPE inhibition mostly from about 3.7% at the one dose, without a potency; inactive = the rest, 99 in 100 with CPE inhibition below about 2.2%; also: strong numbers were not always called active
WT yeast gro inh: growth inhibition of WT strain, primary screen, mitochondrial fusion inhibitor project, WT and mutant strains, chemical genetic; mitochondrial fusion phenotypic screen; inhibition, % at 10 µM; actives 2.1% (n = 190,000); AID 1362, 2008; in the data active = inhibition above about 58%; tested in S. cerevisiae
WT yeast gro inh mutant strain: recorded beside WT yeast gro inh, whose call it bears; inhibition, %; mitochondrial fusion phenotypic screen, mutant strain inhibition
NS5 inhibitors pilot replicate: further read-out of NS5 inhibitors, marked with its call; inhibition, %; measured here: pilot screen replicate inhibition
* = called active by the depositor; i = inactive; ? = inconclusive; . = no result given; [ ] = another dose, or the depositor's remark.

SMILES	NS5 inhibitors	ER stress rescue	XIAP antagonists	K1F lysis inhibition	Yfh1-depleted yeast	SV40 large T antigen	RSV antiviral HEp-2	West Nile antiviral	WT yeast gro inh	WT yeast gro inh mutant strain	others
O=C(CNc1cc(S(=O)(=O)N2CCOCC2)ccc1NCC1CCCO1)Nc1cccc(F)c1 (stereo not drawn)	-1.9%	.	.	0.2%	.	-2.7%	1.8%	-0.6%	.	.
COc1ccc2oc(=O)c(C(=O)Nc3cccc(C)c3)cc2c1	.	-1.8%	0.1%	0.1%	i	22.7%	2.4%	-0.6%	-7.5	-7.4
Cc1cc2nnc(SCc3ccccc3)n2c(N)n1	-8.0%	0.5%	-2.5%	2.0%	i	-4.1%	-0.9%	-0.4%	-2.7	0.0
CN(c1ccccc1)S(=O)(=O)c1ccc(Cl)nc1	-3.7%	-0.6%	-3.7%	3.5%	i	-7.7%	8.8%	0.0%	17.4	10.5
CCOc1ccc(Cc2nc(C)c(CC(=O)N3CCOCC3)c(=O)[nH]2)cc1	4.3%	-0.8%	-19.8%	1.5%	i	8.7%	-0.1%	0.3%	-1.9	18.9
Cc1cc2nc3c(=O)[nH]c(=O)[nH]c3nc2c([N+](=O)[O-])c1N	?	2.2%	6.1%	0.0%	i	21.2%	.	0.5%	-5.6	-16.4
CCOC(=O)N1CCN(C2CCCN(C(=O)c3ccccc3SC)C2)CC1 (stereo not drawn)	-5.2%	.	.	0.2%	.	10.9%	-0.5%	0.1%	.	.
NS(=O)(=O)c1ccc(O)c(NC(=O)c2ccc([N+](=O)[O-])cc2)c1	-2.2%	-1.1%	-4.8%	-0.1%	i	12.2%	0.1%	0.1%	-3.0	0.1
O=c1ccc2cc(S(=O)(=O)N3CCOCC3)ccc2o1	.	-3.5%	-3.3%	0.2%	i	-0.8%	0.4%	0.1%	-11.7	-42.8
O=C(Nc1cccc(-c2nnc(-c3ccco3)o2)c1)C(c1ccccc1)c1ccccc1	-2.2%	4.2%	-3.4%	4.8%	?	2.0%	54.8%	2.5%	29.5	29.1
Cc1ccc(-c2nn(-c3ccccc3)cc2C(=O)NCC2CCCO2)cc1 (stereo not drawn)	-5.2%	.	.	-0.4%[50 µM]	.	18.2%	-0.8%	.	.	.
Cc1cc(C)c2nc(N3CCCN(C(=O)c4cnccn4)CC3)c(C#N)cc2c1	3.8%	-1.3%	-2.0%	-0.4%	i	4.5%	7.4%	-0.2%	16.8	-10.4	NS5 inhibitors pilot replicate=-4.0
CC(NCc1cccn1C)c1ccccc1 (stereo not drawn)	-10.4%	-0.8%	-2.1%	9.5%	i	5.7%	0.2%	-0.3%	-13.8	-9.9
CCOC(=O)N1CCN(Cc2nc(N)nc(Nc3ccccc3C)n2)CC1	-12.1%	-2.9%	-2.1%	10.1%	i	23.4%	1.0%	-0.5%	6.6	-17.8
COc1ccc(NS(=O)(=O)c2ccc(C(=O)N3CCN(Cc4ccccc4)CC3)cc2)cc1	-9.9%	-0.5%	-6.8%	0.5%	i	9.0%	3.3%	-0.9%	-5.9	3.3
COCCCN1C(=O)CS/C1=N\S(=O)(=O)c1ccccc1	-6.1%	.	.	0.3%	i	4.5%	1.0%	-0.1%	.	.
Cc1nc(SCC(=O)NC(=O)NCCC(C)C)c2c(-c3cccs3)csc2n1	-2.2%	-1.7%	-9.9%	1.9%	i	-0.8%	1.1%	-1.3%	-9.7	12.8
COc1ccc(-c2cc(=O)oc3cc(OCC(=O)N(C)C4CCS(=O)(=O)C4)ccc23)cc1 (stereo not drawn)	-7.0%	.	.	0.1%	.	6.4%	3.1%	0.4%	.	.
CCCCNC(=S)NNC(=O)c1cc(-c2cccnc2)nc2ccccc12	-1.9%	.	.	0.1%	.	27.5%	5.5%	-0.4%	.	.
O=S(=O)(c1cnccc1N1CCN(/N=C/c2ccccc2)CC1)N1CCCCC1	-16.0%	0.5%	-4.6%	0.0%	i	2.0%	0.5%	-0.2%	-5.9	-3.6
CCCCCCSc1cc(-c2nc3ccc(Cl)cn3c2NC2CCCCC2)ccc1OC	-19.2%	.	.	1.2%	.	14.5%	-2.1%	.	.	.
O=C(O)CCSc1ccccn1	-1.5%	0.4%	-5.9%	-0.4%	i	0.1%	-1.7%	-0.4%	-5.4	-10.6
S=c1[nH]nc(-c2ccco2)n1-c1ccc(Br)cc1	-0.8%	.	.	-0.1%	.	31.8%	1.8%	.	.	.
CCOc1cccc(N(C(=O)Cc2cccs2)C(C(=O)NC2CCCCC2)c2cccn2C)c1 (stereo not drawn)	0.7%	0.7%	0.6%	2.6%	i	12.6%	-0.5%	0.1%	-4.2	1.8
O=C(CN1C(=O)CCC1=O)Nc1nc(-c2ccccn2)cs1	1.4%	-0.2%	.	0.1%	i	11.4%	1.6%	0.6%	13.4	7.0
CSc1n[nH]c2nc3c(c(=O)n12)C1(CCCCC1)Cc1ccccc1-3	15.9%	.	.	0.1%	i	14.0%	?	-0.3%	.	.
O=C1C(Cc2ccccc2)Nc2ncnc(N3CCCCC3)c2N1Cc1ccc(Cl)cc1 (stereo not drawn)	-19.5%	.	.	0.2%	.	23.8%	3.5%	.	.	.
CCOCCCNC(=S)N1CCCN(c2nc3c(C)c(C)ccc3cc2C#N)CC1	-10.7%	2.5%	-6.9%	2.2%	i	19.3%	.	-1.0%	73.8*	18.5*
COc1cc(OC)c2c(-c3ccccc3)cc(=O)oc2c1	-5.6%	-2.0%	-2.3%	1.0%	i	8.4%	-0.1%	0.0%	3.2	6.3
CCCn1c(N)c(C(=O)CSc2nc(C)cs2)c(=O)n(C)c1=O	2.7%	3.2%	-3.0%	0.5%	i	-4.2%	-0.3%	-0.1%	-0.5	5.5
Cc1ccc(S(=O)(=O)NCCCCCC(=O)Nc2ccccn2)cc1	-2.4%	0.1%	-4.1%	2.5%	i	3.5%	0.2%	0.5%	-12.1	8.1
COc1ccc(NC(=O)c2ccc(C(=O)c3cc(OC)ccc3OC)cc2)cc1	-2.8%	0.5%	-1.2%	-0.9%	i	-4.7%	-0.1%	0.2%	7.3	-2.9
O=C(c1ccc(Cl)c(Cl)c1)N1CCC(=O)N(C(COCc2cccc(Cl)c2)Cc2ccccc2)CC1 (stereo not drawn)	9.9%	-2.4%	-1.6%	-1.1%	i	7.0%	16.4%	-1.2%	36.3	-11.6
CCC(C)CCN1C(N(C)C)=NC[C@@H]1Cc1ccccc1 (stereo partly drawn)	4.1%	.	.	7.4%	.	2.9%	-1.1%	.	.	.
CCOC(=O)C1CCN(C(=O)c2cccc(N3C(=O)NC4CC3(C)Oc3ccc(C)cc34)c2)CC1 (stereo not drawn)	-8.3%	.	.	0.0%	.	9.2%	0.8%	0.0%	.	.
Cc1ccc(NC(=S)N2CCN(S(C)(=O)=O)CC2)cc1Cl	-4.5%	.	.	1.0%[50 µM]	.	9.8%	6.3%	-0.3%	.	.
COc1ccc(Nc2ncnc3ccc(Br)cc23)cc1OC	-4.6%	.	.	-0.1%	.	5.2%	0.3%	-1.2%	.	.
Cc1occc(=O)c1OC(=O)Nc1ccc(Cl)c(Cl)c1	-6.5%	-4.2%	-4.7%	3.7%	i	2.0%	4.3%	-1.0%	79.9*	63.9*
CC1=C/C(=C/N(C)c2ccccc2)C(=O)S1	15.2%	-2.3%	-4.7%	-0.1%	i	25.1%	-0.2%	-0.1%	-15.2	-10.2
c1ccc(COc2ccc(OCCCN3CCCCC3)cc2)cc1	-0.8%	-3.4%	-3.9%	5.2%	i	10.5%	-0.9%	-0.6%	16.5	23.9

The last two compounds of the section before open the next one:
SMILES	NS5 inhibitors	ER stress rescue	XIAP antagonists	K1F lysis inhibition	Yfh1-depleted yeast	SV40 large T antigen	RSV antiviral HEp-2	West Nile antiviral	WT yeast gro inh	WT yeast gro inh mutant strain	others
CC1=C/C(=C/N(C)c2ccccc2)C(=O)S1	15.2%	-2.3%	-4.7%	-0.1%	i	25.1%	-0.2%	-0.1%	-15.2	-10.2
c1ccc(COc2ccc(OCCCN3CCCCC3)cc2)cc1	-0.8%	-3.4%	-3.9%	5.2%	i	10.5%	-0.9%	-0.6%	16.5	23.9
Brc1ccc2nc(CSc3ncn[nH]3)cn2c1	6.1%	-2.7%	-2.7%	0.1%	i	-1.3%	1.0%	0.3%	-5.2	-0.1
Cc1ccc2c(CN3CCCCC3)cc(=O)oc2c1	-2.0%	.	.	0.0%	.	16.9%	1.8%	-0.2%	.	.
CCSc1nnc(NS(=O)(=O)c2ccc(C)cc2)s1	-1.5%	-1.0%	-7.6%	0.1%	i	14.7%	1.8%	2.2%	-18.4	-3.3
N#Cc1cccc(NC(=O)c2ccccc2C(=O)O)c1	2.4%	-3.2%	0.5%	1.1%	i	5.5%	0.4%	0.3%	-4.8	-6.7
Cc1cc(C)cc(NC(=O)CSc2nc(N)c(NC(=O)c3ccc(Br)o3)c(=O)[nH]2)c1	-1.3%	.	.	0.0%	.	22.1%	0.3%	-0.6%	.	.
Cc1c(CCO)c(=O)[nH]n1C(=O)c1ccc(F)cc1	6.2%	2.8%	-2.2%	0.8%	i	16.2%	-0.4%	-0.5%	42.2	-5.1	NS5 inhibitors pilot replicate=3.6
CCN(CC)CC(=O)Nc1sc(C)c(C)c1C(=O)c1ccc(C)cc1	2.2%	0.1%	-3.4%	0.8%	i	8.1%	9.3%	-1.1%	8.7	6.1
COc1ccc(OC)c(NC(=O)CSc2nc3ccccc3c(=O)n2CCNC(C)=O)c1	-1.4%	-0.2%	-8.9%	0.7%	i	1.9%	-0.2%	0.1%	26.1	-2.0	NS5 inhibitors pilot replicate=-0.6
Cc1ccccc1NC(=O)C1CCCN1C(=O)NC1CCCCC1 (stereo not drawn)	-2.3%	-0.8%	-1.7%	0.1%	i	10.6%	1.2%	-0.2%	23.0	17.6
O=C(COc1ccccc1)NCC(=O)Nc1cccc(S(=O)(=O)NC2=NCCC2)c1	-3.7%	1.9%	0.6%	-0.7%	i	7.8%	-1.2%	-0.4%	0.8	2.7
Nc1nnc(-c2ccccc2F)s1	.	-0.3%	-5.6%	.	i	18.5%	0.3%	1.1%	-6.5	11.7
CCCCOC(=O)c1ccccc1N1C(=O)C2C3CCC(C3)C2C1=O (stereo not drawn)	3.9%	-1.4%	-0.1%	1.8%[50 µM]	i	9.5%	1.1%	-0.9%	-16.7	8.8
c1ccc(CSc2nnc(-c3c[nH]c4ccccc34)o2)cc1	0.0%	0.2%	-4.8%	0.5%	i	10.6%	4.6%	0.1%	-54.8	-58.5
CN(C)S(=O)(=O)c1ccc(NC(=O)C2CC(=O)N(Cc3ccccc3)C2)cc1 (stereo not drawn)	-3.4%	-1.6%	-7.7%	1.7%	i	17.7%	-1.4%	0.1%	-22.7	-9.6
